Assay outcomes: PubChem BioAssay, several laboratories
TNF necrop inh – TNF-alpha cell death inhibition in Jurkat FADD-/- cells; Jurkat FADD-/- TNF necroptosis rescue, ATP luminescence, 24 h; 0 = TNF only, 100 = no-TNF cells; activation (protection from cell death), % at 10 µM; AID 463075; 220,000 compounds, 0.068% hits;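 active = activation, meaning protection from cell death, of at least 50% relative to plate controls; inactive = activation below 50%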;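 note: necroptosis triggered by 40 ng/mL TNF-alpha added together with compound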
PPC-1+TRAIL kill – PPC-1 cancer cell killing with TRAIL present; PPC-1 cells + TRAIL, ATPLite viability luminescence; AID 1443; 220,000 compounds, 0.41% hits; cell killing (% activity), % at 4 µM;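 active = cell killing above 50% in the first pass at 4 µM, then a duplicate retest at 5 µM averaging 50% or more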;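 note: plate controls were cells with TRAIL plus DMSO for no effect and medium-only wells lacking cells for full effect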
TRPML3 agonist – activates the human TRPML3 channel | Q8TDD5 | HEK293 TRPML3-YFP, Fluo-8 calcium fluorescence; 100% = the carbachol control signal | activation, % at 3 µM | 220,000 compounds, 0.29% hits | AID 1448;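 active = activation above its plate's cutoff, the mean activation of the plate's test wells plus 3 SD, cut at about 12% in these data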;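 note: 0% = DMSO only wells and 100% = carbachol wells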
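Test system – HEK293 line with stable expression of human TRPML3-YFP channel · Control set – carbachol 87 µM final as high control (100%), DMSO as low control (0%) · Signal – Fluo-8 calcium dye fluorescence, ex 470-495, em 515-575 nm · Incubation – 1-h 37 °C dye load, 5-s basal, 120-s post-compound reads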
CHOP inh – blocks CHOP induction under ER stress. 220,000 compounds, 3.8% hits. CHO-K1 CHOP-promoter luciferase, tunicamycin-induced, 15-18 h. inhibition, % at 10 µM;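 active = compounds that reduced the stress-induced luciferase reporter signal by more than about 70% of percent inhibition, limit read from the data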;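 note: 0% = tunicamycin plus vehicle and 100% = wells without tunicamycin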
zfTRPN1 agonist – activates the zebrafish TRPN1 channel | AID 1424 | HEK293 zebrafish TRPN1-YFP, Fluo-8 calcium fluorescence; 100% = response to 87 µM carbachol | activation, % at 3 µM | 220,000 compounds, 0.18% hits;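 active = activation above its plate's cutoff, the mean activation of test wells on that plate plus 3 SD, cut at about 19% in these data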;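 note: 0% = DMSO alone and 100% = 87 µM carbachol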
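Assay system: Zebrafish TRPN1-YFP in HEK293 cells | Incubation: Dye loading 1 h at 37 °C, then 30 min room temperature | Measured by: Kinetic Fluo-8 fluorescence, ex 470-495, em 515-575 nm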
BaF3 tox – reduces parental Ba/F3 cell viability, JAK2V617F counter-screen; CellTiter-Glo ATP luminescence; inhibition, % at 5.6 µM; 220,000 compounds, 1.1% hits; AID 1486;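 active = inhibition above a per-campaign cutoff, the mean inhibition of all tested compounds plus 3 SD, cut at about 27% in these data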;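 note: 0% = DMSO wells and 100% = JAK Inhibitor I control wells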
RBBP9 inh – inhibitors of human serine hydrolase RBBP9; recombinant RBBP9, FP-Rh probe fluorescence polarization; inhibition, % at 7.94 µM; O75884; 220,000 compounds, 0.2% hits;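 active = inhibition above the campaign mean of all tested compounds plus 3 SD, cut at about 14% in these data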;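 note: plate controls were DMSO wells with RBBP9 for no effect and wells lacking RBBP9 protein for full effect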
Target sequence (O75884 whole entry, looked up): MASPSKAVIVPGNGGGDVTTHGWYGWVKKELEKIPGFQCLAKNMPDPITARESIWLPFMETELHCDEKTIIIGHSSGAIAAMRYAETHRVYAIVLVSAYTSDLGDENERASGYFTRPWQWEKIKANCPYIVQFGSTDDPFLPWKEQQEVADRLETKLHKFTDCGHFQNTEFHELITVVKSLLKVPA
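Assay system: recombinant human RBBP9; Reagent: Serine-hydrolase probe FP-Rh, 375 nM pre-mixing; Doses: 7.94 µM single dose, 0.794% DMSO; Incubation: 30 min then 45 min, 25 °C; Detection: fluorescence polarization (mP), excitation 525 nm, emission 598 nm; Evaluation: percent inhibition from mP, scaled between DMSO and no-protein wells.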
Ba/F3 V617F tox – reduce viability of Ba/F3 cells dependent on JAK2V617F | inhibition, % at 5.6 µM | AID 1446 | Ba/F3 EpoR-JAK2V617F viability, ATP luminescence | 220,000 compounds, 1.1% hits;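 active = inhibition above the campaign mean plus 3 SD over all tested compounds, cut at about 24% in these data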;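 note: cytokine-independent growth of Ba/F3 cells driven by EpoR plus mutant JAK2; 0% = DMSO-treated cells and 100% = JAK inhibitor I control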
Wee1 stabilizer – human Wee1 degradation inhibition, primary screen; P30291; HeLa Luc-Wee1K328M stability, luciferase luminescence; 100% = proteasome inhibitor MG132 effect; reporter increase, % at 5 µM; 220,000 compounds, 1.2% hits;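 active = activation above the mean of all tested compounds plus 3 SD, set per screening run, cut at about 8.8% in these data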;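 note: cells exposed to compound for 20 h before luminescence read; 0% = DMSO alone and 100% = MG132 at 30 µM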
Target sequence (P30291 whole entry K328M): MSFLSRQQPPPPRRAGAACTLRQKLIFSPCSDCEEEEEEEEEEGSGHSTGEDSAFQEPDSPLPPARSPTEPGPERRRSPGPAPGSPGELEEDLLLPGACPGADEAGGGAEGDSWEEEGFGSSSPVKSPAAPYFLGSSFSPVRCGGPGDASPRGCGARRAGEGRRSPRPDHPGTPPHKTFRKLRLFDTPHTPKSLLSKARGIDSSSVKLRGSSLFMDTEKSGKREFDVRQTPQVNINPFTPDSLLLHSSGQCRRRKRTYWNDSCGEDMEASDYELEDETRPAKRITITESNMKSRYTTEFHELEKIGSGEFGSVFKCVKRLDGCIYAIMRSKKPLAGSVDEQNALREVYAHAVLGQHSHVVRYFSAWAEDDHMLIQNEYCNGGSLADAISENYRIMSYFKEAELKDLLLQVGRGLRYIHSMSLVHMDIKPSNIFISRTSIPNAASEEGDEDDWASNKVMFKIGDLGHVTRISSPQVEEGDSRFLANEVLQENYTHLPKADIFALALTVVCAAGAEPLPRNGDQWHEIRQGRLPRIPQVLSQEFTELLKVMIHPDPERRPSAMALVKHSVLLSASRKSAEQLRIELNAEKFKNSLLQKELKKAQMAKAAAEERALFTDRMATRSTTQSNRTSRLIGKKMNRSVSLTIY
Active calls of the source: *; [ ] = remark or other dose. The order is random; overall some 6.8% were active at least once.

SMILES	TNF necrop inh	PPC-1+TRAIL kill	TRPML3 agonist	CHOP inh	zfTRPN1 agonist	BaF3 tox	RBBP9 inh	Ba/F3 V617F tox	Wee1 stabilizer
O=C(COC(=O)/C=C/c1cccc(F)c1)NNC(=O)c1ccccc1	1.0	-5	0.3	5	-1.6	0	0	1	3
O=c1cc(/N=C/c2coc3cc(Br)ccc3c2=O)[nH]c(=S)[nH]1	0.8	-7	-0.2	7	-1.1	-3	-8	0	-2
CC(C)OC(=O)CC(=O)CSc1nc(-c2ccc(F)cc2)cc(-c2ccccc2)c1C#N	1.5	18	0.0	23	0.5	5	-5	-3	2
N#Cc1ccccc1OCC(=O)C1CC1	0.3	-4	0.4	4	1.1	0	-8	-1	-3
Cc1cc(C)c(C(N)=O)c(Nc2cccc3ccccc23)n1	-2.0	30	-0.5	37	-1.2	6	1	1	-2
Cc1cc(OCC(=O)Nc2ccncc2)ccc1Br	-5.1	18	4.2	11	8.4	4	-1	0	-1
CC(=O)OC(C(=O)NCCN1CCOCC1)c1c(F)cccc1F (configuration not stated)	0.1	6	0.9	4	-0.2	11	1	7	-2
CCn1nc(C(=O)Nc2ccc3nc(C)sc3c2)c2ccccc2c1=O	0.0	30	-0.4	21	0.8	4	-8	3	1
CCc1c(C(=O)NCc2ccccc2Cl)[nH]c(C)c1C(C)=O	0.4	-29	0.4	31	-0.1	3	-5	-2	-1
CCOCCCNC(=O)C(c1ccc(Cl)cc1)N(Cc1cccs1)C(=O)c1ccccn1 (configuration not stated)	-0.2	11	0.1	-13	1.3	2	6	-2	-1
O=[N+]([O-])c1cccnc1N/N=C/c1ccccc1O	-13	20	1.4	0	0.1	5	-2	3	-3
Cc1cccc(C)c1-n1c(C)cc(/C=N\Nc2ccc([N+](=O)[O-])cn2)c1C	1.4	23	1.2	50	1.7	3	-11	1	2
O=C(Nc1ccccc1)c1cc2ccc3ccccc3c2s1	10	7	0.8	-8	2.7	-1	-12	-4	5
C=CCn1c(=O)c2c(nc(Br)n2Cc2ccccc2Cl)n(C)c1=O	-7.4	-3	0.2	22	0.8	1	8	-4	2
COCCn1c(C)cc(C(=O)CSc2nnc3ccccn23)c1C	0.0	18	0.6	41	1.4	11	-2	2	1
Cc1c(NS(=O)(=O)c2cc(C(=O)OCC(=O)N3CCC(C)CC3)ccc2Cl)c(=O)n(-c2ccccc2)n1C	-0.1	-6	-0.1	-5	-1.2	5	-9	-3	-1
Cc1cc(C)n(-c2ccccc2[N+](=O)[O-])n1	1.0	15	0.7	9	-0.6	1	-1	-2	3
CCN(Cc1nc(-c2ccc(Cl)cc2)no1)CC1CCCO1 (configuration not stated)	-0.3	7	0.8	3	0.6	6	-4	-1	0
CCOc1ccc(N/C(C)=C/C(=O)c2ccc(C)o2)cc1	-0.9	-28	0.2	17	-1.2	3	-7	0	1
CC(=O)c1c(C)[nH]c(C(=O)COC(=O)CCCOc2ccccc2)c1C	-0.4	1	2.6	8	6.9	3	-10	1	2

Four compounds drawn at random from those above:
SMILES	TNF necrop inh	PPC-1+TRAIL kill	TRPML3 agonist	CHOP inh	zfTRPN1 agonist	BaF3 tox	RBBP9 inh	Ba/F3 V617F tox	Wee1 stabilizer
O=c1cc(/N=C/c2coc3cc(Br)ccc3c2=O)[nH]c(=S)[nH]1	0.8	-7	-0.2	7	-1.1	-3	-8	0	-2
Cc1cc(OCC(=O)Nc2ccncc2)ccc1Br	-5.1	18	4.2	11	8.4	4	-1	0	-1
O=C(Nc1ccccc1)c1cc2ccc3ccccc3c2s1	10	7	0.8	-8	2.7	-1	-12	-4	5
COCCn1c(C)cc(C(=O)CSc2nnc3ccccn23)c1C	0.0	18	0.6	41	1.4	11	-2	2	1

Further structures.
SMILES	TNF necrop inh	PPC-1+TRAIL kill	TRPML3 agonist	CHOP inh	zfTRPN1 agonist	BaF3 tox	RBBP9 inh	Ba/F3 V617F tox	Wee1 stabilizer
COc1ccc(CCNCC(O)COc2cccc(Br)c2)cc1 (configuration not stated)	2.4	20	1.3	0	0.6	2	-2	0	-2
Cc1nc2ncnn2c(C)c1CCC(=O)N1CCN(Cc2ccccc2)CC1	1.0	20	0.5	-14	0.5	2	-6	-4	1
O=S(=O)(c1ccccc1)c1nc(-c2ccco2)oc1N1CCCCCC1	-2.5	11	-0.4	10	-1.2	0	4	-5	0
CC(C)NC(=S)Nc1c(N)[nH]c(=O)[nH]c1=O	1.2	3	0.8	-3	1.0	-3	1	-2	2
O=S(=O)(NCc1ccc(Cl)cc1)NCc1ccccc1F	0.4	23	-0.8	19	-1.7	10	2	-1	-1
Clc1ccc(SCc2cn3cccnc3n2)cc1	-0.7	19	-0.3	-40	-1.2	1	-11	-1	-2
CC(NC(=O)c1ccccc1O)c1ccccc1 (configuration not stated)	0.7	3	0.6	25	1.3	7	7	1	-3
CCc1ccc(NC(=O)CSc2nc3ccccc3c(=O)n2CCCC(=O)N2CCCC2)cc1	-6.2	-5	-0.2	54	-0.1	4	-9	0	2
NS(=O)(=O)c1ccc(NC(=S)NC(=O)/C=C/c2cccs2)cc1	2.6	22	0.6	19	-0.6	2	-6	-1	-1
CN(Cc1ccccn1)Cc1cn(Cc2ccccc2)nc1-c1ccc2c(c1)OCO2	1.4	18	-0.4	7	0.3	6	-4	-1	-1
COc1cccc(C(=O)Nc2ccccc2OC(F)(F)F)c1	-0.2	20	-1.0	-4	-1.5	4	-10	5	-1
COc1ccc(OCC(=O)Nc2ncc3c(n2)CC(C)(C)CC3=O)cc1	0.8	21	-0.1	-4	-0.2	2	0	1	-1
O=C(Nc1ccc(N2CCN(C(=O)c3ccco3)CC2)cc1)c1ccc(F)cc1	5.6	-5	0.7	55	-0.1	-3	-7	-2	0
Clc1ccccc1Cn1nnc2c(N3CCOCC3)nc(C3CC3)nc21	-1.0	18	-0.3	69	-0.1	-2	-5	-3	0
O=[N+]([O-])c1ccc(O)c(-c2nc(-c3ccccc3)c(-c3cccs3)[nH]2)c1	-11	5	0.4	85*	0.5	5	0	3	-2
N#Cc1ccc(-n2c(-c3ccccc3)nnc2-c2ccccc2)cc1C#N	-2.5	22	-0.1	2	-0.9	2	-3	-2	1
c1coc(C2Nc3ccccc3C3OCCC23)c1 (configuration not stated)	-1.2	17	0.3	2	2.1	0	-2	-1	-1
CC(=O)Nc1ccc(NC(=O)Nc2ccccc2C)cc1	-1.6	23	1.6	8	2.2	7	-7	-3	-1
O=C(c1cc2cc(Cl)cc(Cl)c2oc1=O)N1CCOCC1	-1.5	5	0.6	-15	-0.1	-1	-5	-2	-2
Cc1ccc(/C=N/N=C2\SCC(=O)N2CC2CC2)cc1	2.7	-5	0.8	8	-1.1	2	-1	-3	2
Cc1ccc(NC(=O)N2CCc3ccccc32)cc1	-2.5	67*[5 µM]	-0.6	15	-1.4	3	-2	-3	1
CCOc1ccc(C(=O)NCc2cccnc2)cc1[N+](=O)[O-]	0.0	-6	0.2	-1	0.9	7	-13	1	0
COc1ccc(CCNC(=O)CN(c2ccc(C)cc2)S(=O)(=O)c2c(C)noc2C)cc1OC	-1.5	2	-0.1	18	-0.6	2	-10	0	8
COC(=O)C(O)(NC(=O)OCc1ccccc1)C(F)(F)F (configuration not stated)	2.0	13	0.6	-15	-0.3	2	-3	-4	-3
O=C(CN1CCC(Cc2ccccc2)CC1)NC(=O)NC1CCCCC1	1.3	6	0.9	63	0.8	9	-2	0	-1
CCOc1ccccc1N1CCN(C(=O)c2ccc3[nH]c4c(c3c2)CCCC4)CC1	3.8	18	0.1	30	-1.6	0	0	-3	3
COC(=O)c1ccc(CN2CCN(Cc3ccc(F)cc3)C(CCO)C2)cc1 (configuration not stated)	-0.5	16	1.5	1	1.0	8	-3	2	2
N#CC(C(=O)Nc1ccccc1)=C1CCCCC1	1.3	13	0.8	-16	-0.7	3	-10	1	2
Cn1nnnc1SCC(=O)Nc1cc(C(=O)O)cc(C(=O)O)c1	0.2	8	-0.3	16	0.4	4	0	0	1
COc1ccc(-c2noc(CN3CCN(c4ccccc4)CC3)n2)cc1	-0.3	-19	0.4	58	1.9	2	-3	4	0
O=C(CCC(=O)OCCCC(F)(F)C(F)(F)F)Nc1ccccc1	-3.6	12	0.1	0	-1.1	5	-10	1	-1
C=C(Br)Cn1c(CC)nc2ccccc21	-0.9	-8	-0.1	3	0.4	1	-4	-3	-1
COc1ccc(Oc2ccc(N/C=C3/CCCC3=O)cc2)cc1	0.2	0	0.1	14	-1.1	2	-3	-1	1
O=c1[nH]c(SCc2ccc([N+](=O)[O-])cc2)nc2[nH]ncc12	-1.2	-6	1.0	28	0.7	5	-6	0	0

Part of the list above, bar-delimited.
Molecule | TNF necrop inh | PPC-1+TRAIL kill | TRPML3 agonist | CHOP inh | zfTRPN1 agonist | BaF3 tox | RBBP9 inh | Ba/F3 V617F tox | Wee1 stabilizer
COC(=O)C(O)(NC(=O)OCc1ccccc1)C(F)(F)F (configuration not stated) | 2.0 | 13 | 0.6 | -15 | -0.3 | 2 | -3 | -4 | -3
COc1ccc(-c2noc(CN3CCN(c4ccccc4)CC3)n2)cc1 | -0.3 | -19 | 0.4 | 58 | 1.9 | 2 | -3 | 4 | 0
N#CC(C(=O)Nc1ccccc1)=C1CCCCC1 | 1.3 | 13 | 0.8 | -16 | -0.7 | 3 | -10 | 1 | 2
C=C(Br)Cn1c(CC)nc2ccccc21 | -0.9 | -8 | -0.1 | 3 | 0.4 | 1 | -4 | -3 | -1
